Source: PubChem BioAssay
All columns: NCI-60 one-dose screen, growth in % after 48 h at 10 µM unless noted; 100 = growth as untreated, 0 = no growth, -100 = all killed.
HOP-62 = HOP-62 NSCLC | 80,000 tested, 3.9% active
SR = SR leukemia cells; 73,000 tested, 8.7% active; AID 1794780
MOLT-4 = MOLT-4 leukemia cells; 80,000 tested, 6.9% active
A549/ATCC = A549/ATCC NSCLC. AID 1794740. 81,000 tested, 3.7% active
EKVX = EKVX NSCLC; 71,000 tested, 3% active; AID 1794765
CCRF-CEM = CCRF-CEM leukemia; 77,000 tested, 7% active
HOP-92 = HOP-92 NSCLC cells; 71,000 tested, 6.3% active
RPMI-8226 = RPMI-8226 leukemia cells. 77,000 tested, 7.5% active. AID 1794781
Starred values were filed as active, the others as inactive; nt = no result given; & = joins results of further samples. The calls were made as follows: active = growth percent below 10; inactive = the rest.

The line under a structure holds: HOP-92	HOP-62	EKVX	MOLT-4	A549/ATCC	CCRF-CEM	SR	RPMI-8226
Nc1ccc(OC(=O)Nc2ccc(O)cc2)cc1
    95	99	112	117	119	98	nt	70
O=S(=O)(c1cccc2ccccc12)N1CCN(c2nccc(-c3c(-c4cccc(F)c4)nc4sccn34)n2)CC1
    60	105	71	53	82	84	75	72
CCCCOCCOCCOC(=O)c1ccccc1OCC
    88	104	106	101	109	nt	100	106
COc1cc(C2OC(CCC(=O)c3nc4ccc([N+](=O)[O-])cc4[nH]3)=NN2C(C)=O)cc(OC)c1OC (stereo not given)
    98	97	89	nt	106	96	nt	88
CCOC(=O)C/C(=N\Nc1cc(=O)[nH]c2ccc(Br)cc12)C(=O)OCC
    76	96	109	-16*	106	-37*	41	83
CC1=C(SCCC(=O)OC(C[Se]c2ccccc2)C(=O)NC(C)(C)C)C(=O)c2ccccc2C1=O (stereo not given)
    76	92	91	77	108	70	83	50
O=C1C=CC2=C3c4cc(O)c(O)cc4CC3(O)COC2=C1O (stereo not given)
    nt	100	101	103	nt	104	109	90
CSc1nnc2c3ccccc3n(Cc3ccccc3)c2n1
    nt	112	nt	80	115	80	77	77
Cc1cc(C)c([O-])c(CN(C)CCN(C)Cc2cc(C)cc(C)c2[O-])c1.O=C([O-])c1cccc(C(=O)[O-])n1.[Ti+4]
    -53*	12	27	-5.0*	23	-2.1*	nt	-26*
COc1cc2c(cc1OC)=c1c(c(O)c3cccn13)N=2
    74	91	95	93	91	85	94	86
COc1cc(/C=N/NC(=O)CCN2c3ccccc3Sc3ccccc32)cc(OC)c1OC
    61	101	73	72	79	74	72	55
Fc1cc(-c2n[nH]c(=S)n2/N=C/c2ccc(Cl)cc2)c(Cl)cc1Cl
    81	92	98	89	104	91	nt	81
O=C(/C=C/c1ccccc1)N[C@@H](CO)Cc1c[nH]c2ccccc12
    120	107	nt	96	nt	nt	95	100
Nc1onc(CCCO)c1-c1nc2ccccc2c(=O)[nH]1
    nt	99	105	101	102	98	81	93
c1ccc(-c2cnc3ccccc3n2)cc1
    97	100	97	102	95	106	113	99
C=C(C=O)[C@@H]1CC[C@]2(CN)CC[C@]3(C)[C@H](CC[C@@H]4[C@@]5(C)CCCNC(C)(C)[C@@H]5CC[C@]43C)[C@@H]12
    101	57	102	65	88	48	65	78
N#CCCOC1C(OCCC#N)C(OCCC#N)C(OCCC#N)C(OCCC#N)C1OCCC#N (stereo not given)
    109	107	116	102	109	112	97	105
C=CCc1cccc(C)c1O
    nt	104	104	91	nt	102	93	nt
O=C(Cn1cc(CO)nn1)c1ccc(F)cc1
    nt	101	97	98	109	101	88	100
Nc1nc(-c2cccc(Cl)c2)cc(-c2cc3ccccc3oc2=O)n1
    nt	86	78	89	100	110	79	120
CN1C(=O)N(c2ccccc2)C2C1NN=c1s/c(=C\c3ccc(Br)cc3)c(=O)n12 (stereo not given)
    108	98	93	98	94	94	90	nt
C/C(=N/NC(=O)c1ccncc1)c1ccc(Cl)c(Cl)c1
    94	116	124	110	87	103	nt	101
C=C(CN1CC=CCC1)[C@@H]1CC[C@]2(COC(C)=O)CC[C@]3(C)[C@H](CC[C@@H]4[C@@]5(C)CC[C@H](O)C(C)(C)[C@@H]5CC[C@]43C)[C@@H]12
    93	107	109	92	95	85	90	84
O=C(c1ccccc1)c1c(/C=C/c2ccc(Cl)cc2)nc2ccccc2c1/C=C/c1ccc(Cl)cc1
    81	96	92	102	96	98	nt	108
Oc1ccc(CN(Cc2ccc(C(F)(F)F)cc2)Cc2ccc(O)c3ncccc23)c2cccnc12
    -3.4*	nt	19	10	1.2*	8.2*	3.5*	12
CC12CC[C@@H]3[C@]4(C)COC(c5cn[nH]c5-c5ccc(Br)cc5)O[C@@H]4CC[C@@]3(C)[C@@H]1CC(C1=CCOC1=O)O2 (stereo not given in full)
    nt	79	43	-0.2*	36	51	41	25
C[C@]12ON=C(c3ccc(Cl)cc3)N1CCc1sccc12
    78	96	92	92	81	98	93	91
CCOC(=O)C(CCC(C)C)C(=O)OCC
    94	105	99	84	102	100	80	99
N=C(N)c1ccc(-c2ccc(-c3ccc(F)cc3)s2)cc1
    -86*	nt	-91*	-59*	-74*	-62*	-24*	-55*
O=C(O)[C@@H]1CCCC[C@@H]1Cl
    nt	102	nt	97	100	nt	90	100

Part of the list above, showing only MOLT-4.
SMILES | MOLT-4
N=C(N)c1ccc(-c2ccc(-c3ccc(F)cc3)s2)cc1 | -59*
C/C(=N/NC(=O)c1ccncc1)c1ccc(Cl)c(Cl)c1 | 110
O=C(Cn1cc(CO)nn1)c1ccc(F)cc1 | 98
CC12CC[C@@H]3[C@]4(C)COC(c5cn[nH]c5-c5ccc(Br)cc5)O[C@@H]4CC[C@@]3(C)[C@@H]1CC(C1=CCOC1=O)O2 (stereo not given in full) | -0.2*

Other structures follow.
The line under a structure holds: HOP-92	HOP-62	EKVX	MOLT-4	A549/ATCC	CCRF-CEM	SR	RPMI-8226
C(#Cc1ccccc1)COCC1CO1 (stereo not given)
    79	103	78	93	97	82	131	85
C1=Cc2ccccc2N(c2nnc(Cc3ccccc3)o2)c2ccccc21
    82	98	75	89	82	84	72	nt
COc1cc(N=Nc2cc(S(=O)(=O)O)cc3cc(S(=O)(=O)O)cc(O)c23)c(C)cc1N=Nc1c(S(=O)(=O)O)cc2cc(Nc3ccccc3)ccc2c1O
    103	102	107	87	101	100	76	103
CCCCCc1ccc(S(=O)(=O)N(C(C)=O)c2cc(-c3csc(N(C)C(C)=O)n3)ccc2N2CCN(C)CC2)cc1
    -2.9*	52	63	nt	40	-7.2*	nt	-25*
COc1ccc(Cn2cc(C(=O)Nc3cccnc3Nc3ccc(OC)cc3OC)nn2)cc1
    101	100	92	100	106	104	86	99
COC(=O)C(N)CSCc1ccccc1 (stereo not given)
    91	94	nt	98	nt	nt	100	92
Cc1ccc(/C=C(/C2=NCCN2)n2cnc3ccccc32)cc1
    79	105	99	99	101	103	91	100
CN(C)C(=S)SCCOc1ccc(Cl)cc1Cl
    68	96	97	78	88	94	nt	94
CN1[C@@H]2CC[C@H]1/C(=C\c1ccccc1)C(=O)/C2=C/c1ccccc1
    84	96	69	15	45	16	19	27
CCOC(=O)C(C(C)=O)C1C=Cc2ccccc2N1C(=O)c1ccccc1 (stereo not given)
    97	92	nt	90	102	97	87	94
O=CNCC1(c2ccccc2)CCN(Cc2ccccc2)CC1
    112	103	96	nt	96	109	nt	110
CC1=C(c2cc(-c3ccc(Cl)cc3)c(C#N)c(N)n2)C(c2ccccc2)NC(=S)N1 (stereo not given)
    105	81	99	6.1*	90	7.6*	2.5*	9.5*
O=C(NNC(=O)c1ccncc1)Nc1ccc(Br)cc1
    93	101	110	78	101	97	72	nt
CN1CC(c2ccc(OCc3ccccc3)cc2)C(C(=O)c2ccccc2)C12C(=O)c1ccccc1C2=O (stereo not given)
    98	91	96	100	104	107	96	99
CCCCCCCCCCCC1=NC(C)(C)CN1CC(C)O (stereo not given)
    nt	60	69	25	85	25	-61*	nt

Profiles from above. Screens in order: HOP-92	HOP-62	EKVX	MOLT-4	A549/ATCC	CCRF-CEM	SR	RPMI-8226
Listed for `O=CNCC1(c2ccccc2)CCN(Cc2ccccc2)CC1` → 112	103	96	nt	96	109	nt	110
Listed for `CCCCCCCCCCCC1=NC(C)(C)CN1CC(C)O` (stereo not given) → nt	60	69	25	85	25	-61*	nt
Listed for `COc1ccc(Cn2cc(C(=O)Nc3cccnc3Nc3ccc(OC)cc3OC)nn2)cc1` → 101	100	92	100	106	104	86	99
Listed for `CCOC(=O)C(C(C)=O)C1C=Cc2ccccc2N1C(=O)c1ccccc1` (stereo not given) → 97	92	nt	90	102	97	87	94
Listed for `CN1[C@@H]2CC[C@H]1/C(=C\c1ccccc1)C(=O)/C2=C/c1ccccc1` → 84	96	69	15	45	16	19	27

The list goes on:
The line under a structure holds: HOP-92	HOP-62	EKVX	MOLT-4	A549/ATCC	CCRF-CEM	SR	RPMI-8226
COc1ccc(-c2cnnn2-c2nonc2-n2cccc2)cc1OC
    72	56	nt	18	47	55	-4.7*	52
COc1cccc(Cn2cc(C(=O)Nc3cccnc3Nc3ccc(O)cc3)nn2)c1
    101	110	106	99	101	99	94	84
Cc1c(N)c(=O)n(-c2ccccc2)n1C
    165&89	103&99	116&101	108&100	107&103	40&109	92&88	103&106
C=CCn1cc(-c2nc3ccccc3s2)c2cc(-c3ccc4c5c(cccc35)C(=O)N(CCO)C4=O)ccc21
    79	91	81	91	95	104	104	99
O=C1NC(=O)C(=O)NC1=O
    nt	108	nt	117	98	70	nt	100
c1cc(-c2nc3nccc(-c4ccsc4)n3n2)ccn1
    78	102	nt	101	100	98	nt	91
O=C(CC(SCc1ccccc1)c1ccccc1)c1ccccc1 (stereo not given)
    80	92	82	nt	101	96	41	38
O=C1/C(=C/c2cccc3c2OCO3)Cc2c(F)cc(Br)cc21
    123	109	94	106	111	103	104	106
CC(C)C[C@H](NC(=O)CCn1ccc2ncccc2c1=O)B(O)O
    93	88	nt	27	97	24	20	16
COc1cc(CC2COC(=O)C2Cc2ccc(O)c(OC)c2)ccc1O (stereo not given)
    85	83	nt	95	81	nt	nt	69
CC(=O)CC1CCCC1c1ccc2ccccc2c1 (stereo not given)
    100	97	102	99	96	98	104	103
CCOc1c(C#N)c(Nc2ccc(S(N)(=O)=O)cc2)c(C#N)c(=O)n1S(=O)(=O)c1ccccc1
    66	94	95	114	96	115	93	119
O=c1oc2ccccc2cc1-c1csc(N=Nc2c(O)[nH]c3ccccc23)n1
    104&113	105&115	97&101	101&116	108&98	106&100	93&107	109&115
CCCCCCC1OCC(CC)(CCCC)CO1 (stereo not given)
    78	106	126	94	101	108	94	109
O=c1[nH]c(-c2ccccn2)nc2sc3c(c12)CCCCC3
    69	38	33	32	32	27	27	40
Cc1cccc(Oc2ccc(Nc3ncnc4ccc(NC(=O)CN(C)C)cc34)cc2Cl)c1
    24	59	32	26	40	48	1.9*	47
C[C@]12CC[C@@H]3c4ccc(O)c(N)c4CC[C@H]3[C@@H]1CC[C@@H]2O
    140	143	79	81	100	76	98	86
C=CCNc1nc2c(s1)CCc1cc(OC)c(OC)cc1-2
    143	118	95	53	111	nt	nt	nt
Cc1ccc(S(=O)(=O)Oc2ccc(NC(=O)c3ccc(Cl)cc3)cc2)cc1
    102	91	91	104	95	104	94	98
CC1=C(C(=O)/C=C/c2c[nH]c3ccccc23)C(c2ccccc2)NC(=S)N1 (stereo not given)
    90	98	85	101	106	103	89	101
Cc1cc2c(cc1C1(c3ncc(C(=O)O)cn3)CC1)C(C)(C)CCC2(C)C
    62	105	99	103	99	107	87	77
CC(=O)N1c2ccccc2NC2=C(C(=O)N(Cc3ccccc3)C2(C)C)C1c1ccco1 (stereo not given)
    21	33	35	29	22	24	23	23
CC(=O)N1N=C(c2cccc(Nc3ccncc3)c2)CC1c1ccc(C)cc1 (stereo not given)
    58	96	80	92	100	86	77	80
O=C1NC(=O)C2(Br)Nc3ccc(Br)cc3C(=O)C2N1 (stereo not given)
    nt	103	124	103	105	109	116	110
O=C(c1ccc([N+](=O)[O-])cc1)N(CCO)CCO
    nt	108	nt	97	105	nt	97	102
Nc1cc([N+](=O)[O-])ccc1C(=O)O
    nt	103	107	102	103	100	100	110
c1ccc(-c2nc3ccccc3[nH]2)nc1
    112	108	96	nt	99	nt	nt	98
COc1ccc(-c2nc(N)ncc2-c2ccc(Cl)cc2)c(O)c1
    74	112	78	64	85	84	79	nt
O=C1c2ccccc2C(=O)c2c(Nc3ccc(CCO)cc3)ccc(O)c21
    nt	107	45	36	68	40	-5.4*	47
O=C(O)/C=C/c1ccc2c(c1)CCC2
    nt	95	nt	97	106	83	80	99
CC(C)(C)c1nn(-c2ccccc2)c2c1COCN2Cc1ccc(Cl)cc1
    83	93	99	68	115	65	47	11
Cc1ccc(NC(=O)c2cc3ccccc3cc2O)cc1
    49	111	78	92	79	85	64	49
Cc1ccc(/C=C2/C(=O)Nc3cc(Cl)c(-c4csc(N)n4)cc32)cc1
    79	72	62	51	74	43	24	50
Nc1cc(-c2ccc(Cl)cc2)nn1-c1nc(-c2ccc(Br)cc2)cs1
    90	98	94	103	88	104	91	100
Cc1cc(=O)oc2cc(OC(=O)C3(C)CC3)ccc12
    96	100	99	106	103	97	101	94
COC12NC(=O)N(C)C1(OC)C(=O)N(C)C(=O)N2C (stereo not given)
    112	118	100	99	113	nt	88	99
COC(=O)Cc1nc2ccccc2o1
    99	93	85	87	91	79	73	48
C[C@@]1(C(=O)O)CC2C=CC1C2 (stereo not given in full)
    119	108	110	143	115	59	137	101
OCC1OC(c2ccc(OCc3ccccc3)cc2OCc2ccccc2)C(O)C1O (stereo not given)
    96	108	nt	90	96	95	91	89
Cn1cc(-c2nc(N)nnc2-c2ccccn2)c2cc(Cl)ccc21
    99	91	81	90	91	90	82	95
COc1cc(C2C3=C(COC3=O)N(CCO)c3cc4c(cc32)OCO4)cc(OC)c1OC (stereo not given)
    52	13	35	nt	31	nt	nt	15
Cc1cc(N=O)c(C)cc1O
    117	107	107	107	101	96	147	103
O=C(C(c1ccccc1)c1ccccc1)N1CCN(S(=O)(=O)c2ccc(F)cc2)CC1
    102	102	82	88	104	92	105	93
O=C(NCCCl)Oc1ccc2ccccc2c1
    100	122	110	101	103	106	nt	107

Rows were taken by chance; about 12% have a hit in one of these screens.
